Source: PubChem BioAssay (Sanford-Burnham Center for Chemical Genomics)
SENP1 inh: blocks the human SENP1 SUMO protease catalytic domain; Q9P0U3; recombinant SENP1 catalytic domain, CyPet-SUMO1-YPet FRET cleavage; inhibition, % at 10 µM; 0.21% of 360,000 active; AID 624204;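 active = inhibition at least 30% at 10 µM, raw YFP signal under a set limit, fluorescence ratio 0.5 to 1.5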;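 also: 0% = enzyme with DMSO and 100% = no enzyme wells; some results filed as inactive read as strong as hits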
Target sequence (Q9P0U3 419-644 limits assumed): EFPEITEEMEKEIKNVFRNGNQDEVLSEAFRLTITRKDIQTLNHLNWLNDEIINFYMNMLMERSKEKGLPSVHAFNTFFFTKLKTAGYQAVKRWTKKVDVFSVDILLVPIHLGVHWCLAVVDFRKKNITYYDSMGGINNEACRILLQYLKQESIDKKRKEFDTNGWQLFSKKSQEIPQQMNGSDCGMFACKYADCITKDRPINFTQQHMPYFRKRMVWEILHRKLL
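Controls: no-enzyme wells low, DMSO-plus-enzyme wells high control. Test system: human recombinant His6-tagged SENP1 catalytic domain enzyme. Reagent: SFCypet-SUMO1-SFYpet FRET protein substrate, 25 nM final. Doses: one dose per compound, 10 µM, 0.5% DMSO. Detection: FRET, CFP and YFP emission. Timing: 50 min reaction at room temperature.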
SENP8 inh: SENP8 (human) protease inhibition; Q96LD8; recombinant SENP8, Nedd8 substrate fluorescence; 0.64% of 360,000 active; AID 602440; inhibition, % at 20 µM; in the data active = inhibition mostly above about 40%, no sharp cut-off; inactive = mostly below about 27%
Target sequence (Q96LD8 whole entry, looked up): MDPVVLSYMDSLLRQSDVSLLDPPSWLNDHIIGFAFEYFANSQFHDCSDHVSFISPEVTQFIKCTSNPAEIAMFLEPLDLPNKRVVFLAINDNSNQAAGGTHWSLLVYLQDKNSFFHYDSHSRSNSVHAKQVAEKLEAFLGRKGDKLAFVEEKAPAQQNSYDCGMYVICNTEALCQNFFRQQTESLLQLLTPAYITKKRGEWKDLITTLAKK
PfG6PD inh: PfG6PD (Plasmodium falciparum) enzyme inhibition; PfGluPho enzyme, NADPH resazurin-diaphorase fluorescence; inhibition, % at 20 µM; 0.78% of 350,000 active;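 active = inhibition reaching at least a set limit at 20 µM in the primary screen, cut at about 59% in these data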;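 also: 0% = DMSO wells with substrate and 100% = DMSO wells lacking glucose-6-phosphate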
* = called active by the depositor.

The opening six compounds (preview)
mol	PfG6PD inh	SENP1 inh	SENP8 inh
CN1OC[C@@H]2CN(S(=O)(=O)c3cccc(C(F)(F)F)c3)[C@H](c3ccc(-c4cccnc4)cc3)C[C@@H]21	11	1	3
O=P(O)(Cc1ccccc1)c1ccccc1	13	2	11
Cc1cccc(S(=O)(=O)N(C)C[C@H]2OCc3cnnn3CCCC(=O)N([C@H](C)CO)C[C@H]2C)c1	-14	0	10
CC1(C)C(C(N)=O)C(=O)NC(=O)C1C(N)=O (stereo unspecified)	14	1	6
COCC(=O)N1C[C@H]2CON(C)[C@H]2C[C@H]1c1cccc(-c2ccccc2)c1	13	1	18
C[C@H](NC(=O)C1CCN(S(=O)(=O)c2ccccc2)CC1)C(=O)NCc1cccnc1	-25	-1	14

This part in full, from the first entry:
mol	PfG6PD inh	SENP1 inh	SENP8 inh
CN1OC[C@@H]2CN(S(=O)(=O)c3cccc(C(F)(F)F)c3)[C@H](c3ccc(-c4cccnc4)cc3)C[C@@H]21	11	1	3
O=P(O)(Cc1ccccc1)c1ccccc1	13	2	11
Cc1cccc(S(=O)(=O)N(C)C[C@H]2OCc3cnnn3CCCC(=O)N([C@H](C)CO)C[C@H]2C)c1	-14	0	10
CC1(C)C(C(N)=O)C(=O)NC(=O)C1C(N)=O (stereo unspecified)	14	1	6
COCC(=O)N1C[C@H]2CON(C)[C@H]2C[C@H]1c1cccc(-c2ccccc2)c1	13	1	18
C[C@H](NC(=O)C1CCN(S(=O)(=O)c2ccccc2)CC1)C(=O)NCc1cccnc1	-25	-1	14
Cc1ccccc1Nc1nc(N)nc(COC(=O)c2nn(C)c(=O)c3ccccc23)n1	6	0	0
Cc1ccc(OCC(=O)NNC(=O)c2ccc(F)c(S(=O)(=O)N3CCOCC3)c2)cc1C	-9	2	11
C/C(=N/NC(=O)c1nnn(-c2nonc2N)c1CSc1ccc(Cl)cc1)c1ccncc1	0	0	11
C[C@H]1CN([C@@H](C)CO)S(=O)(=O)c2ccc(C#CC3CC3)cc2O[C@@H]1CN(C)S(C)(=O)=O	-7	-1	-9
CCCCCCNC(=O)O[C@@]12CN(S(=O)(=O)c3ccc(C)cc3)C[C@]1(O)Cn1c(=O)n(CCCCCC)c(=O)n1C2	9	0	9
CCN(CC)C(=O)C1=C(C)N(CCCOC)C(=O)C(CC(=O)NC(c2ccccc2)c2ccccc2)C1 (stereo unspecified)	-4	1	-5
C/C(NCCc1ccccc1)=C1/CCOC1=O	2	-5	2
CCN(CC)C(=O)C1=C(C)N(CCC2=CCCCC2)C(=O)C(CC(=O)NCCCN(C)C)C1 (stereo unspecified)	-6	0	7
O=C(Nc1ccn(CCCN2CCN(c3ccccc3)CC2)c(=O)n1)OCc1ccccc1	4	0	12
CCCCCC(=O)N1C[C@@H](n2cc(-c3ccc(F)cc3)nn2)[C@H](O)C[C@@H]1c1ccccc1	18	-3	-1
CN(Cc1cc(Cl)cc(Cl)c1)[C@H]1C[C@H]2c3[nH]c4ccccc4c3CCN2C(=O)[C@H]1CO	-4	-13	-72
CC(C)C1C(=O)N(Cc2cn(CCC3OCCO3)nn2)CCS(=O)(=O)N1Cc1ccc(-c2ccc(F)nc2)cc1 (stereo unspecified)	7	-5	7
CCCCCCN1C[C@@H](O)[C@H](n2cc(C3CC3)nn2)C[C@@H]1c1ccc(OC)cc1	2	2	1
Cc1cccc(NC(=O)C(C)Sc2ncnc3sccc23)c1 (stereo unspecified)	10	-5	5
COc1ncnc2c1ncn2CCCN1CCN(Cc2ccc(C)cc2)CC1	8	1	16
CN(C)c1ccc(C=NN2C(=O)CSC2=S)c(Cl)c1	-18	-34	-118
CSc1ncnc2c1ncn2CCCN1CCN(C(=O)C2CC2)CC1	14	0	4
CCOc1ccc(S(=O)(=O)Nc2ccc(C(=O)N(CC)CC(=O)NCc3cccs3)cc2)cc1	-7	1	15
CC(C)CC1C(=O)N(Cc2cn(CCC3OCCCO3)nn2)CCS(=O)(=O)N1Cc1ccc(-c2cccc(N(C)C)c2)cc1 (stereo unspecified)	11	2	-98

Some of these compounds in order of length of the SMILES, ascending.
mol	PfG6PD inh	SENP1 inh	SENP8 inh
CCN(CC)C(=O)C1=C(C)N(CCC2=CCCCC2)C(=O)C(CC(=O)NCCCN(C)C)C1 (stereo unspecified)	-6	0	7
CN(Cc1cc(Cl)cc(Cl)c1)[C@H]1C[C@H]2c3[nH]c4ccccc4c3CCN2C(=O)[C@H]1CO	-4	-13	-72
CCCCCCNC(=O)O[C@@]12CN(S(=O)(=O)c3ccc(C)cc3)C[C@]1(O)Cn1c(=O)n(CCCCCC)c(=O)n1C2	9	0	9

Compound profiles (already shown). Order of screens: PfG6PD inh	SENP1 inh	SENP8 inh
CC(C)CC1C(=O)N(Cc2cn(CCC3OCCCO3)nn2)CCS(=O)(=O)N1Cc1ccc(-c2cccc(N(C)C)c2)cc1 (stereo unspecified) as listed: 11	2	-98
O=P(O)(Cc1ccccc1)c1ccccc1 as listed: 13	2	11
Cc1ccc(OCC(=O)NNC(=O)c2ccc(F)c(S(=O)(=O)N3CCOCC3)c2)cc1C as listed: -9	2	11
C/C(NCCc1ccccc1)=C1/CCOC1=O as listed: 2	-5	2
Cc1cccc(S(=O)(=O)N(C)C[C@H]2OCc3cnnn3CCCC(=O)N([C@H](C)CO)C[C@H]2C)c1 as listed: -14	0	10

(continued)
mol	PfG6PD inh	SENP1 inh	SENP8 inh
O=C1Nc2cccc3c2N(CCC3)C2=C1CCC2	6	-17	-28
C[C@H](CO)N1C[C@H](C)[C@H](CN(C)Cc2ccc(C(=O)O)cc2)OCc2ccccc2-c2c(n(C)c3ccccc23)C1=O	-10	0	2
Nc1ccccc1-n1nc2ccc3ccccc3c2n1	32	-33	-489
Cc1onc(-c2ccccc2)c1-c1nnc(COC(=O)c2ccc(N(C)C)cc2)o1	14	2	-18
COc1ccc(C(=O)Nc2cc(S(=O)(=O)N3CCCCC3)ccc2C)cc1	3	2	4
C[C@H]1CN([C@@H](C)CO)C(=O)c2cc(C#CCC3CCCC3)cnc2O[C@@H]1CN(C)C(=O)CC1CC1	44	0	-40
CCc1cc2c(SCC(=O)NC3CCCC3)ncnc2s1	-6	-10	12
Cc1cccc(OCCNC(=O)c2cc(C3CC3)nc3c2cnn3C(C)C)c1	3	1	9
C[C@@H]1CN([C@H](C)CO)C(=O)CCCn2nncc2CO[C@H]1CN(C)S(=O)(=O)c1ccccc1F	7	2	-2
CCc1ccc(N2CC(C(=O)Nc3ccccc3N3CCCC3)CC2=O)cc1 (stereo unspecified)	11	0	5
COCCn1c(C)cc(C(=O)CN2C(=O)C(=O)N(CCC3=CCCCC3)C2=O)c1C	-2	0	9
CCOC(=O)NC(=S)Nc1cccc(C)n1	11	1	3
COc1cc(CCC(=O)Nc2cc(S(=O)(=O)N3CCOCC3)ccc2OC(C)C)cc(OC)c1OC	-9	0	14
Nc1ccn(CCCNC2CCN(Cc3ccccc3)CC2)c(=O)n1	-16	2	2
COc1ccc([C@H]2CN(CCc3ccccc3)C(=O)[C@@H]2CC(=O)Nc2ccccc2)cc1	-9	0	-6
Cc1ccc(S(=O)(=O)N(C)C[C@H]2OCc3cn(nn3)CCCC(=O)N([C@@H](C)CO)C[C@@H]2C)cc1	3	-1	-12
CC(=O)N(CCc1ccccc1)c1ccc2c(c1)C1CC2CCN1C(=O)OCc1ccccc1 (stereo unspecified)	4	-3	6
COc1ccccc1N1CCN(C(=O)c2ccc3noc(-c4ccccc4)c3c2)CC1	3	-18	-22
COc1ccc(CN2C(=O)C(CC(=O)NCc3ccco3)CC(C(=O)N(C(C)C)C(C)C)=C2C)cc1 (stereo unspecified)	2	1	16
O=C(c1ccco1)N1CCN(C(=O)c2cnn(-c3ccc(F)cc3)c2-n2cccc2)CC1	-17	3	10
O=C(NCCN1CCOCC1)C(=O)NCC1OCCN1S(=O)(=O)c1ccc(Cl)cc1 (stereo unspecified)	-2	-1	7
Cc1cccc(NC(=O)CNC(=O)c2ccc(S(=O)(=O)NCc3ccco3)cc2)c1C	-1	1	13
COc1cccc(CN(C)C(=O)C2CCCN(C(=O)c3ccc(Cl)cc3)C2)c1 (stereo unspecified)	-1	0	1
NCCN1C(=O)c2ccccc2C1(O)c1ccc(Cl)cc1 (stereo unspecified)	-4	2	9
C[C@H](CO)N1C[C@H](C)[C@@H](CN(C)S(=O)(=O)c2ccc(F)cc2)OCc2cn(nn2)CCCC1=O	-7	0	0

Looked up above.
`COc1ccc(CN2C(=O)C(CC(=O)NCc3ccco3)CC(C(=O)N(C(C)C)C(C)C)=C2C)cc1` (stereo unspecified) in SENP8 inh is listed with 16
`O=P(O)(Cc1ccccc1)c1ccccc1` in SENP8 inh is listed with 11
`CC(C)C1C(=O)N(Cc2cn(CCC3OCCO3)nn2)CCS(=O)(=O)N1Cc1ccc(-c2ccc(F)nc2)cc1` (stereo unspecified) in SENP1 inh is listed with -5

More records.
mol	PfG6PD inh	SENP1 inh	SENP8 inh
CC(=O)N1C[C@H]2CON(C)[C@H]2C[C@H]1c1cccc(-c2cc(Cl)cc(Cl)c2)c1	7	1	14
C[C@H](CO)N1C[C@H](C)[C@@H](CN(C)S(=O)(=O)c2ccccc2F)OCc2cnnn2CCCC1=O	3	0	4
O=C(O)c1cnc2ccc(Cl)cc2n1	-13	2	-2
O=C1NC(Cc2ccccc2)c2nc3cc(Cl)ccc3c(=O)n2-c2ncccc21 (stereo unspecified)	-26	-1	5
CC1CCCN(S(=O)(=O)c2cccc(C(=O)NCCCN3CCCC3=O)c2)C1 (stereo unspecified)	-17	1	19
CC(C)CN(C(=O)CSc1nc2ccccc2[nH]1)c1c(N)n(Cc2ccccc2)c(=O)[nH]c1=O	-24	1	17
Cc1cccc(-c2ocnc2C(=O)Nc2ncc(C)s2)c1	17	2	-53
COc1ccc([C@H]2N[C@]3(CCCN(Cc4ccc(C)cc4)C3=O)[C@H]3C(=O)N(C)C(=O)[C@@H]23)cc1	-2	1	8
CCc1ccccc1NC(=O)CN1CCN(C(=O)c2cc(C3CC3)nn2-c2ccccc2)CC1	-11	2	13
CC(=O)Nc1ccc(S(=O)(=O)NCC(=O)OCC(=O)NCCc2ccccc2)cc1	3	1	3
COC(=O)C[C@H]1C[C@H]2c3cc(NC(=O)NC4CCCC4)ccc3O[C@H]2[C@@H](CO)O1	12	1	6
CCCCCC(=O)N1C[C@@H](O)[C@H](n2cc(C3CC3)nn2)C[C@@H]1c1ccc(C)cc1	-20	1	10
COc1ccccc1-c1n[nH]nc1C1=CC(=O)C[C@H](c2ccc(F)cc2)C1	-19	-1	-23
Cn1c(=O)c2c(ncn2CC(=O)OCC(=O)c2ccc(OC(F)F)cc2OC(F)F)n(C)c1=O	-14	2	4
CC(=O)NC(CCc1ccc(Cl)c(Cl)c1)c1cccc(O)c(=O)c1 (stereo unspecified)	-6	-4	-30
OCC[C@@H]1C[C@H](O)[C@@H](O)[C@]2(OCc3ccc4ccccc4c32)O1	14	0	8
CC(C)(C)C(=O)OCc1ccc(C2=CC(=O)CC(C)(C)C2=O)cc1	16	-1	11
Cc1cc(C(=O)CN2C(=O)NC(C)(c3ccc(F)c(F)c3)C2=O)c(C)n1C1CC1 (stereo unspecified)	19	-3	4
CCCCCCCCC(=O)N1C(C)CCC1C (stereo unspecified)	3	2	9
C[C@H]1CN([C@@H](C)CO)S(=O)(=O)c2ccc(Br)cc2O[C@H]1CN(C)C(=O)c1cnccn1	6	-2	13
O=C(Nc1ccccc1)C1=C(Nc2ccccc2)CSC1	5	-1	-32

This is a subset. The share of hits here may be higher or lower than overall.
